TbPYK inhibitor = inhibitors of Trypanosoma brucei pyruvate kinase; Q57TT1; AID 624173; 410,000 tested, 0.12% active; TbPYK enzyme, Kinase-Glo Plus ATP luminescence, 45 min; Potency, µM (highest dose often 76.8 µM), for the others: top-dose activity, negative = inhibition, hits mostly inhibitors; also: nearly all actives have a fitted effect of over 50% in size
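T. brucei PYK with substrate was exposed to pin-transferred compounds across a concentration series, then started with 130 uM ADP (final). After 45 min at room temperature, Kinase-Glo Plus luminescence was read, normalized and curve-fitted.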
Sm TGR block = S. mansoni TGR enzyme inhibition; AID 485364; purified TGR, DTNB reduction, TNB absorbance 405 nm; Q962Y6; 360,000 tested, 3% active; Potency, µM (highest dose often 114 µM), without a hit: top-dose activity change, negative = inhibition, most hits filed as inhibitors; also: nearly all actives have a fitted effect of over 60% in size
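Kinetic colorimetric format: TGR-catalysed, NADPH-driven DTNB reduction monitored via TNB absorbance. Enzyme dispensed at 20 nM; compound exposure 15 min at room temperature before reaction start.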
Pf growth 48h = P. falciparum growth inhibition at 48 hours (one generation); P. falciparum luciferase growth in erythrocytes, 48 h; Potency, µM (highest dose often 28.7 µM), without a hit: at the top dose activity change, negative = inhibition, hits mostly inhibitors; 310,000 tested, 5.9% active
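Read-out is firefly luciferase luminescence from an integrated reporter in P. falciparum, so falling signal marks reduced parasite growth. Infected erythrocytes were at 2% hematocrit and 0.1% parasitemia (final) in Albumax-supplemented RPMI 1640.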
Pf growth 96h = P. falciparum growth inhibition at 96 hour, primary screen for plastid delayed-death inhibitors; P. falciparum luciferase reporter growth, 96 h; Potency, µM (series often up to 28.7 µM), without a hit: top-dose activity change, negative = inhibition, actives largely listed as inhibitors; 320,000 tested, 6.9% active
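Readout is luminescence from an integrated firefly luciferase in P. falciparum. Red cells, 2% hematocrit and 0.05% parasitemia final, were cultured with compound through two parasite generations (96 hours) at 37 C, 5% CO2.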
HCV inh = inhibitors of hepatitis C virus infection; Huh7.5.1 HCVcc-Cre infection, luciferase reporter, 44 h; Potency, µM (series often up to 41.8 µM), for the others: top-dose activity change, negative = inhibition, actives largely listed as inhibitors; 340,000 tested, 3.4% active
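Antiviral activity was scored by luciferase reporter output from cells infected with HCVcc-Cre (~0.5 moi) in presence of compound, 44 h infection period, cells seeded 1,000/well 4 h prior.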
LmPK inh = blocks Leishmania mexicana pyruvate kinase activity; purified LmPK, Kinase-Glo ATP luminescence, 1 h; Potency, µM (doses to about 57.5 µM), for the others: at the highest dose activity change, negative = inhibition, actives largely listed as inhibitors; 290,000 tested, 0.37% active
Target sequence (Q27686 whole entry, looked up): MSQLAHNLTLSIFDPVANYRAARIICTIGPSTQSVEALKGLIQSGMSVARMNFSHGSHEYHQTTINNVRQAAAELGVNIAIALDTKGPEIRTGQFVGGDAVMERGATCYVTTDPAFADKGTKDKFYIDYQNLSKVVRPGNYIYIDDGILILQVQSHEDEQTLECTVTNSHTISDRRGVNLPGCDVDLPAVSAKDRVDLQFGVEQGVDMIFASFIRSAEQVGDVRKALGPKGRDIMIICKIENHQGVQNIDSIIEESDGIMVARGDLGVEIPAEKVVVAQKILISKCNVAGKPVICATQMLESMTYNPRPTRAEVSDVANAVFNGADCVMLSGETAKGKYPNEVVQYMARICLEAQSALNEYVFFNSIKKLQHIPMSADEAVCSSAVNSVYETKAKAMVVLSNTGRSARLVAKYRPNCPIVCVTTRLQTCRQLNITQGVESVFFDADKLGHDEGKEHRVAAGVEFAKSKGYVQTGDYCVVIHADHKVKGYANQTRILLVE
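Purified LmPK (0.1 nM) with 0.5 mM PEP and 0.1 mM ADP in imidazole buffer pH 7.2 with MgCl2/KCl, 1 h at room temperature. ATP formed was read by luciferase luminescence and normalized to no-enzyme and uninhibited controls.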
Numbers without * were called inactive; ? = inconclusive; nt = no result given; & = joins results of further samples; [ ] = remark or other dose. Calls follow the shape of the dose curve; as a rule, active = well fitted curve in the direction sought with a large enough effect; inconclusive = small, poorly fitted or top-dose-only effect, or another doubt; inactive = no such curve, though single readings can be large; an effect the other way counts as inactive or inconclusive. % is scaled to controls: 0 for no effect and ±100 for the full control effect; potency is read from the fitted curve at half-maximal effect.

Fields: LmPK inh | Pf growth 48h | Pf growth 96h | Sm TGR block | HCV inh | TbPYK inhibitor
Cc1ccc(C(C)C)c(OCC(O)CN(C)Cc2ccccc2)c1 (configuration not stated)
  -2% | nt | 2.1µM* | -2% | ? | -5%
CCCCN(CC)C(=O)/C=C/c1cccc([N+](=O)[O-])c1
  -2% | ? | 81%[activator] | 2% | -8% | -3%
CCCCCCN=CC1=C(O)C(C(=O)OC)C(C)(C)CC1=O (configuration not stated)
  8% | nt | ? | 1% | 13% | 0%
CC(=O)c1ccc(N2CCN(S(=O)(=O)c3c(C(=O)N4CCCC4)c(C)n(C)c3C)CC2)cc1
  -1% | 1% | 18% | -19% | 16% | 8%
CN(CC(=O)Nc1ccc(F)cc1)CC(=O)Nc1ccc(F)c(F)c1F
  2% | -6% | 18% | 9% | 17% | 2%
CC(=O)Nc1nc(-c2ccccc2)ns1
  -1% | 161%[activator] | 146%[activator] | -1% | -14% | 0%
C=CCN(CC=C)C(=O)c1cccc(OC2CCN(S(=O)(=O)N(C)C)CC2)c1
  -1% | -9% | ? | -6% | -30% | 2%
COc1ccc(NC(=O)CN(c2cc(C)cc(C)c2)S(=O)(=O)c2c(C)noc2C)cc1
  6% | nt | 77%[activator] | 0% | -8% | -1%
COc1ccc(-n2c(Cn3c(=O)sc4ccccc43)nnc2SC)cc1
  3% | 3% | 1.9µM* | 3% | 8% | 4%
CC(C)(C)c1ccc(/C=C/C(=O)Nc2ccncc2)cc1
  0% | 8% | 5% | -10% | ? | -13%
O=C(COC(=O)/C=C/c1ccc(OC(F)F)cc1)Nc1ccc(N2CCOCC2)cc1
  nt | -17% | 12% | -3% | ? | 2%
N#CC1=C(N)SC(N)=C(C#N)C1c1ccc(C(F)(F)F)cc1
  4% | -24% | 9.3µM* | -23% | 7% | nt
O=C(NC(=S)Nc1ccc(Cc2ccncc2)cc1)c1ccccc1F
  3% | ? | 11% | nt | -25% | -8%
COC(=O)c1c(C(C)=O)cnc2ccc(Br)cc12
  2% | 5% | 0% | -7% | -2% | -12%
O=c1ccc(/C=C/c2ccccc2)nn1Cc1ccc(Cl)cc1Cl
  8% | -5% | nt | -1% | -14% | -1%
COc1ccc(S(=O)(=O)Cc2ccc(C(=O)N3CCC(C(N)=O)CC3)o2)cc1
  6% | nt | -18% | -19% | 14% | -2%
CCOCCc1nnc(NC(=O)CCC2CCCCC2)s1
  0% | -4% | 8% | 3% | 4% | -5%
C/C(CC(=O)NCCc1ccccc1)=N\NC(=O)COc1ccc(Br)cc1
  -4% | 29% | 26% | 0% | 5% | 2%
CC(=O)Nc1cccc2c1C(=O)NC2=O
  0% | 4% | -11% | -3% | 8% | 6%
O=C(NCC1CCCO1)c1onc(CSc2cccc(Cl)c2)c1C(=O)O (configuration not stated)
  6% | 3% | 32%[activator] | 8% | 10% | 1%
CCOc1ccccc1-n1c(SCC(=O)Nc2ccc(CC)cc2)nc2n[nH]c(C)c2c1=N
  -1% | ? | ? | 2% | -9% | 0%
Cc1ccc(C2=NCCn3c2c2ccccc2[n+]3[O-])cc1
  nt | -17% | 57%[activator] | -11% | 11% | 4%
O=C1c2ccccc2-c2nc3ccccc3cc21
  ? | 160%[activator] | -4% | 10% | 2% | -4%
CN(C)S(=O)(=O)N1CCN(C(=O)c2ccccc2Cl)CC1
  -3% | 20% | ? | -4% | -4% | -6%
COC(=O)Cn1cc(C(=O)c2ccco2)c2ccccc21
  -1% | 16% | 39%[activator] | 0% | 6% | 0%
Cc1ccsc1C(=O)OCC(=O)c1ccc(OC(F)F)cc1
  nt | 72%[activator] | 45%[activator] | -12% | -9% | 3%
COCCn1nnnc1C(c1ccccn1)N1CCN(c2cccc(C)c2C)CC1 (configuration not stated)
  4% | ? | ? | -15% | 1% | -2%
CCOC(=O)c1ccccc1NC(=O)CSc1nnnn1C
  4% | ? | ? | -3% | -23% | -9%
CCCS(=O)(=O)c1c(S(=O)(=O)CCC)c2c3ccccc3ccn2c1C(=O)OC
  4% | 12µM* | 45%[activator] | ? | ? | -10%
NS(=O)(=O)c1ccc(NC(=O)COC(=O)/C(=C/c2cccs2)c2cccs2)cc1
  0% | 10% | 34%[activator] | -2% | 2% | -8%

Next part (three carried over from the part before).
Fields: LmPK inh | Pf growth 48h | Pf growth 96h | Sm TGR block | HCV inh | TbPYK inhibitor
CCOC(=O)c1ccccc1NC(=O)CSc1nnnn1C
  4% | ? | ? | -3% | -23% | -9%
CCCS(=O)(=O)c1c(S(=O)(=O)CCC)c2c3ccccc3ccn2c1C(=O)OC
  4% | 12µM* | 45%[activator] | ? | ? | -10%
NS(=O)(=O)c1ccc(NC(=O)COC(=O)/C(=C/c2cccs2)c2cccs2)cc1
  0% | 10% | 34%[activator] | -2% | 2% | -8%
CN(C)c1cccc(C(=O)OCC(=O)N(C)c2ccccc2)c1
  5% | -3% | 11% | -6% | 5% | 1%
COc1ccc(C2Nc3ccccc3NC3=C2C(=O)CC(C)(C)C3)cc1 (configuration not stated)
  2% | 6% | 16% | -13% | 2% | 30%
COc1cc(-c2noc(C)c2/C=C/c2ccc(C(=O)O)cc2)cc(OC)c1OC
  0% | ? | ? | ? | -23% | -2%
COc1ccc(NC(=O)CCCn2c(=O)c3sccc3n(Cc3ccccc3)c2=O)cc1
  6% | ? | ? | 1% | ? | 0%
ONC(=Nc1ccc(Cl)cc1)c1ccccc1Cl
  -1% | 9% | 2% | 0% | 0% | 7%
CCN(C(=O)CN1CCN(S(=O)(=O)c2ccccc2C(F)(F)F)CC1)c1c(N)n(Cc2ccccc2)c(=O)[nH]c1=O
  0% | -13% | ? | -18% | 10%&-2% | 3%
Cc1ccc(C)c(NC(=O)CCc2nnc3ccc(NCc4ccco4)nn23)c1
  7% | 7% | ? | -19% | 8% | 8%
Cn1cc(CNCCCn2ncc3ccccc32)c(-c2ccccc2F)n1
  3% | 36%[activator] | 134%[activator] | -30% | -6% | 1%
COc1ccccc1C(=O)N1CCN(CCc2ccccc2)CC1
  1% | 0% | nt | -11% | 11% | -4%
Cc1ccc(N(CC(=O)NCc2ccccc2)C(=O)c2csnn2)c(C)c1
  0% | 1% | -1% | -12% | 11% | 0%
CCc1nnc(NC(=O)C2CCCCC2)s1
  1% | 44%[activator] | 36%[activator] | -1% | 8%&6% | 5%
O=C(CNc1cccc(S(=O)(=O)N2CCCC2)c1)Nc1ccc(F)c(F)c1
  nt | 1.5µM* | 1.3µM* | -10% | ? | 7%
CN1CCN(NC(=O)Nc2cccc(F)c2)CC1
  -5% | 13% | ? | -15% | 3% | -3%
COc1ccc(OC)c(NC(=O)CCCCCn2nnc3ccccc3c2=O)c1
  -2% | -9% | -11% | 7% | ? | -10%
Cc1cccc(Nc2nnc(SCC(=O)c3c(N)n(C4CC4)c(=O)[nH]c3=O)s2)c1
  nt | -18% | 6.6µM* | -10% | 16% | 6%
O=C(NCCc1nc2ccccc2[nH]1)/C(=C/c1ccc(F)cc1)NC(=O)c1ccco1
  6% | -1% | 0% | -3% | 12% | -1%
CC(=NCCN1CCOCC1)c1c(O)n(Cc2ccccc2)c(=O)[nH]c1=O
  -7% | ? | -8% | ? | 7% | -8%
N#CCSc1ccsc1C(=O)Nc1ccc(F)cc1
  2% | 40%[activator] | 16% | -14% | ? | -1%
CCN1c2nc3ccccn3c(=O)c2CC2(C(=O)N(C)C(=O)N(C)C2=O)C1C (configuration not stated)
  -1% | 7% | -5% | -23% | 14% | 4%
O=C(CSc1ccc(S(=O)(=O)N2CCCCC2)cn1)Nc1ccccc1Br
  nt | ? | ? | 3% | ? | -7%
Cc1c(Cl)cccc1NCC(=O)Nc1ccc(Cl)cc1F
  2% | 39%[activator] | -7% | -4% | -3% | -4%
COc1cc(/C=C/C(=O)N[C@@H](Cc2c[nH]c3ccccc23)C(=O)O)ccc1O
  -1% | 14% | 3% | -3% | -5% | -15%
O=C1C=C(c2cccc3c2Oc2ccccc2S3)C[C@@H](c2ccc(Cl)cc2)C1
  nt | ? | ? | -9% | -11% | -4%
CCn1c(SC(C)C)nnc1-c1c[nH]c2ccccc12
  6% | nt | ? | -1% | ? | -4%
Cc1cc(C(=O)OCC(=O)NCc2ccco2)c(C)n1-c1ccc(F)cc1
  1% | 8.3µM* | ? | ? | ? | 1%
O=C(CCC1CCCC1)N1CCC(N2CCCCCC2)CC1
  -2% | 32%[activator] | 2% | -13% | -13% | 17%
Cc1ccccc1C(=O)NC(=S)Nc1ccccc1[N+](=O)[O-]
  -1% | 28% | ? | -26% | ? | 4%
CC(C)(C)c1ccc(NC(=O)c2cc[n+]([O-])cc2)cc1
  3% | 0% | 0% | -7% | 4% | 1%
CC(C)c1ccccc1NC(=S)NN(Cc1ccccc1)c1ccccc1
  -1% | ? | 12µM* | 1% | ? | 3%
CC(=O)NS(=O)(=O)c1ccc(NC(=O)C(Sc2ccccc2)c2ccccc2)cc1 (configuration not stated)
  1% | 2% | 0% | 0% | 18% | -5%
CCOc1cc(CNCc2cccnc2)cc(Br)c1OCC(N)=O
  0% | 1% | ? | -30% | 3% | 1%
Cc1cc(C(=O)COc2cc(F)ccc2[N+](=O)[O-])c(C)n1C1CC1
  0% | -29% | 1% | 9% | -15% | 1%
CCOc1cc(S(=O)(=O)N2CCOCC2)ccc1F
  -2% | -6% | -6% | 6% | 6% | 2%
N/C(=N\N=C\c1ccco1)SC1CC(=O)N(c2ccccc2)C1=O (configuration not stated)
  1% | -22% | -12% | nt | 7% | -6%
COc1cc(O)c2c(c1)OC(C)(C)CC2=O
  1% | 17% | 128%[activator] | -3% | -2% | 2%
Cn1c(=O)oc2cc(S(=O)(=O)N3CCCC(C(=O)N4CCc5ccccc5C4)C3)ccc21 (configuration not stated)
  -2% | nt | ? | -16% | ? | 2%
CCCCN(C(=O)NC(=O)Nc1c(C)cc(C)cc1C)S(C)(=O)=O
  6% | 15% | -9% | 4% | 5% | -12%
O=C(CSCc1ccc([N+](=O)[O-])cc1)NC1CC1
  -4% | -3% | 13µM* | 1% | 10% | 1%
Cn1c(N)c(C(=O)COC(=O)CSc2ccc3ccccc3c2)c(=O)n(C)c1=O
  2% | -1% | -1% | 6% | 19% | 6%
CN(C)CCNC(=O)c1cc2c(=O)n(C)c3ccccc3c2n1C
  9% | nt | ? | ? | ? | -9%
Cc1ccc(C)c(C(=O)COC(=O)CNS(=O)(=O)c2ccccc2)c1
  -2% | 17% | ? | ? | 8% | 1%
COc1ccccc1N1CCN(CC(O)COc2ccc3c(c2)CCC3)CC1 (configuration not stated)
  0% | 0% | ? | -16% | -20% | -2%
Cc1cc(C)nc(Nc2n[nH]c(COc3ccc(Cl)cc3)n2)n1
  -1% | 13% | 58%[activator] | -26% | -15% | 0%
Cc1ccc(F)c(C2=CC(=O)C[C@H](c3ccc(F)cc3)C2)c1
  nt | -2% | ? | -3% | -26% | -1%
C=CCn1c(C)cc(C(=O)CSc2nc3ccccc3o2)c1C
  -5% | -52% | ? | -13% | 22µM* | -9%
CC(=O)C1=C(O)C(=O)N(c2ccc(C)cc2)C1c1ccc([N+](=O)[O-])cc1 (configuration not stated)
  4% | ? | ? | nt | 5% | -3%
COn1c(-c2ccccc2)c(C=O)c2ccccc21
  0% | 13% | 444%[activator] | 17% | -22% | 1%
COc1ccc(Cl)cc1NC(=O)Nc1ccc(Br)cn1
  4% | nt | -22% | -4% | ? | 1%

Whole records as entered above.
Cn1c(N)c(C(=O)COC(=O)CSc2ccc3ccccc3c2)c(=O)n(C)c1=O is listed with LmPK inh: 2%; Pf growth 48h: -1%; Pf growth 96h: -1%; Sm TGR block: 6%; HCV inh: 19%; TbPYK inhibitor: 6%
Cc1cc(C(=O)COc2cc(F)ccc2[N+](=O)[O-])c(C)n1C1CC1 is listed with LmPK inh: 0%; Pf growth 48h: -29%; Pf growth 96h: 1%; Sm TGR block: 9%; HCV inh: -15%; TbPYK inhibitor: 1%

No enrichment for hits. Share with any hit: about 16%.
